# Screening data: PubChem BioAssay, several laboratories
# BioA inh – M. tuberculosis BioA enzyme inhibitors, primary screen, biochemical, plate reader, single point, HTS; 7,8-diaminopelargonic acid synthase BioA (Mycobacterium tuberculosis); purified M. tuberculosis BioA enzyme; inhibition, % at 9.99 µM; 0.096% of 360,000 active; AID 602481, 2012; in the data active = inhibition above about 40%; inconclusive = no clear call, values can overlap the other calls
# PfHsp40 rescue – rescue of yeast from PfHsp40 toxicity, primary screen, S. cerevisiae, ATP luminescence. S. cerevisiae expressing PfHsp40, growth rescue. 0.68% of 340,000 active. AID 504582, 2011. growth rescue, % at 12.5 µM; in the data active = growth rescue above about 28%, passing the limit was not always enough; inconclusive = no clear call, values can overlap the other calls;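 note: yeast W303a lacking pdr1 and pdr3 grown in galactose medium; growth measured after three days at 30 °C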
# UGM FP inh – M. tuberculosis UGM enzyme inhibitors, primary screen, biochemical, fluorescence polarization, single point; UDP-galactopyranose mutase (Mycobacterium tuberculosis (strain ATCC 25618 / H37Rv)), …; AID 504406, 2011; purified UGM, fluorescence polarization probe displacement; 0.06% of 320,000 active; inhibition, % at 10 µM; in the data active = inhibition above about 10%, passing the limit was not always enough; inconclusive = no clear call, values can overlap the other calls
# Vc quorum ag – inducers of Vibrio cholerae quorum light production without autoinducers, primary screen, BH1578 luxS cqsA deficient, single point | activation, % at 18.7 µM | V. cholerae BH1578 lux reporter, luminescence, 6 h | 0.16% of 350,000 active; in the data active = activation mostly above about 9.7%, no sharp cut-off; inconclusive = no clear call, values can overlap the other calls; inactive = mostly below about 3.7%; note: not every result past the cut was called active; inactives centre near 0; reference of the scale not given here
# TcdB GH inh – TcdB glycohydrolase inhibitors, primary screen, biochemical, single point, plate reader; Toxin B (Clostridioides difficile), P18177; TcdB glycohydrolase enzymatic assay; inhibition, % at 9.99 µM; 0.24% of 350,000 active; in the data active = inhibition above about 10%
# Y pestis TopoI – Yersinia pestis topoisomerase I inhibitors, primary screen, biochemical, cleavage product accumulation, plate reader, single point | activity, % at 10 µM | Y. pestis Topo-I cleavage product accumulation | 0.064% of 360,000 active | DNA topoisomerase I (Yersinia pestis CO92); in the data active = activity above about 50%, passing the limit was not always enough; inconclusive = no clear call, values can overlap the other calls; note: inactives centre near 2
# FadD28 FP inh – inhibitors of FadD28 bisubstrate probe binding, primary screen, biochemical, fluorescence polarization, single point | Mycobacterium tuberculosis FadD28 fatty-acid-AMP ligase | inhibition, % at 12.5 µM | 0.22% of 360,000 active | AID 588549, 2011; in the data active = inhibition above about 8.5%, passing the limit was not always enough; inconclusive = no clear call, values can overlap the other calls
# GDH-TPI counter – GDH-TPI coupling enzyme inhibitors, primary screen, artefact control for M. tuberculosis FBA inhibitor project, biochemical, absorbance, full deck | 1.2% of 360,000 active | inhibition, % at 4.8 µM | GDH-TPI coupled enzyme counterscreen, NADH absorbance; in the data active = inhibition above about 30%;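 note: 0% = DMSO wells and 100% = wells lacking the enzyme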
# Mtb FBA inh – Mtb FBA enzyme inhibitors, primary screen, biochemical, fluorescence, strain H37Rv; Fructose-bisphosphate aldolase (Mycobacterium tuberculosis (strain ATCC 25618 / H37Rv)), …; purified M. tuberculosis FBA, fluorescence read-out; inhibition, % at 1 µM; 2.3% of 360,000 active; in the data active = inhibition above about 27%;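 note: 0% = vehicle and 100% = reference inhibitor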
# Numbers without * were called inactive; i = inactive; ? = inconclusive; / = not tested or not shown.
No. | Molecule | BioA inh | PfHsp40 rescue | UGM FP inh | Vc quorum ag | TcdB GH inh | Y pestis TopoI | FadD28 FP inh | GDH-TPI counter | Mtb FBA inh
1 | CCc1cc(=O)oc2cc(OCC=C(C)C)ccc12 | 1.3 | 2.7 | 0.6 | i | / | 31 | -1.8 | 4 | 36*
2 | O=C(c1cc(COc2ccc3ncccc3c2)on1)N1CCC[C@H]1CO | 0.5 | -1.4 | 3.6 | / | -0.1 | -7 | -1.5 | -1 | 2
3 | CN(C)S(=O)(=O)c1cccc(NC(=O)COc2ccc(S(=O)(=O)N3CCOCC3)cc2Cl)c1 | -1.0 | 1.0 | 0.6 | -5.7 | 0.5 | 3 | -3.8 | 1 | 2
4 | COCCN(C(=O)c1ccc2ccccc2c1)c1c(N)n(Cc2ccccc2)c(=O)[nH]c1=O | -7.1 | -1.5 | 0.3 | 0.6 | 1.5 | -5 | -0.1 | 6 | 0
5 | O=C(Nc1cnn(Cc2ccc(Cl)c(Cl)c2)c1)C12CC3CC(CC(C3)C1)C2 | -1.2 | 13 | -4.1 | -0.6 | / | 25 | -1.8 | 0 | 2
6 | O=C(Nc1cccc2cccnc12)c1ccccc1Br | / | -0.1 | 1.2 | -0.1 | 4.6 | 7 | -0.2 | 9 | -2
7 | CCOC(=O)/C(C#N)=C/N1CCOCC1 | -0.5 | -0.6 | -1.0 | i | -0.6 | -1 | 0.0 | -4 | -1
8 | CCc1ccccc1NC(=O)CCC(=O)N1CCN(C(C)=O)CC1 | -0.7 | / | / | -0.3 | -0.7 | -5 | -2.1 | -7 | -1
9 | Nc1cccc(-c2nc3ccc(N)cc3s2)c1 | 5.6 | 0.1 | -1.7 | -6.9 | / | -16 | -1.2 | 23 | 164*
10 | Cn1c(Cc2ccccc2)nnc1SCC(=O)Nc1cccc(S(=O)(=O)NC2=NCCCCC2)c1 | 0.9 | 0.8 | -0.4 | -0.1 | 0.2 | 4 | -2.5 | 2 | 3
11 | CC1CCN(C(=O)c2ccc(SCc3ccccc3F)c([N+](=O)[O-])c2)CC1 | / | -0.5 | 3.0 | 0.0 | 1.2 | -3 | -2.7 | 4 | 2
12 | CC1Cc2cc(/C(O)=C3/C(=O)C(=O)N(CCCn4ccnc4)C3c3ccc([N+](=O)[O-])cc3)ccc2O1 (configuration not stated) | 1.1 | -0.1 | / | 1.0 | 1.1 | 2 | -2.0 | 13 | 2
13 | COc1cccc(N2C(=O)C3CCCN3C2c2ccc(Cl)cc2)c1 (configuration not stated) | 1.1 | -0.3 | 0.7 | -0.4 | 1.1 | 3 | -3.7 | -19 | 1
14 | CC(C)(C)C(=O)N1CCN(c2ncccc2C(F)(F)F)CC1 | -0.3 | 0.4 | 0.7 | i | 1.2 | 2 | 0.2 | 0 | 4
15 | Cc1cc(=O)oc(C)c1C(=O)NCc1ccco1 | 0.0 | -1.6 | 0.4 | -6.7 | / | 9 | 0.6 | 8 | 2
16 | Cc1cccc2nc(C(F)(F)F)nc(=O)n12 | -0.6 | -1.0 | 1.6 | -0.2 | / | 0 | -0.6 | -7 | 5
17 | COC(=O)Cc1ccc(NC(=S)NN2CCOCC2)cc1 | 3.8 | -0.2 | -0.1 | -0.6 | -9.5 | 3 | -0.1 | -7 | 0
18 | COc1cccc(C(=O)NCC(=O)N/N=C/c2c(C)[nH]c3ccccc23)c1 | 0.7 | -0.6 | -0.2 | -0.7 | 1.2 | -1 | -3.9 | 12 | 3
19 | Cc1cc(C)n(Cc2cnc(N3CCOCC3)s2)n1 | 0.6 | -0.5 | -0.3 | -0.6 | 0.9 | 9 | 0.3 | -2 | 3
20 | Cc1ccc(S(=O)(=O)N2CCOCC2)cc1C(=O)NCc1ccc(F)cc1 | / | 0.8 | 0.4 | -0.4 | / | 3 | -4.2 | -13 | 0
21 | O=C1CC(c2ccccc2)Oc2ccccc21 (configuration not stated) | 1.5 | -0.6 | / | 0.2 | 0.7 | -10 | 0.0 | -3 | 5
22 | CC(=O)c1cccc(NC(=O)C(=O)c2cn(CC(=O)N3CCCCC3)c3ccccc23)c1 | / | 1.3 | -4.6 | -0.4 | 0.5 | 2 | -4.6 | 14 | 1
23 | COCCC(C(=O)Oc1c(C(C)(C)C)cc(C)cc1C(C)(C)C)c1ccccc1 (configuration not stated) | -0.1 | -0.1 | 7.5 | 0.6 | 0.2 | 18 | 0.7 | 4 | 2
24 | CCOc1ccc(CCNC(=O)c2ccc(F)c(S(=O)(=O)N3CCOCC3)c2)cc1OCC | -1.0 | 1.3 | -2.6 | i | 1.5 | -4 | -1.4 | -2 | -1
25 | CCOC(=O)C1=CN(Cc2ccco2)S(=O)(=O)N(C)C1c1ccc2ccccc2c1 (configuration not stated) | -1.4 | -0.8 | / | -1.6 | 0.5 | 6 | -1.4 | -9 | 0
26 | CCOC(=O)c1[nH]c(C)c(C(=O)OCC(=O)N2CCCCC2C)c1C (configuration not stated) | -5.2 | -1.9 | 0.8 | -5.0 | / | -7 | -0.2 | 0 | 0
27 | O=S(=O)(c1ccc(Cl)cc1)N1CCN2CCCC2C1 (configuration not stated) | -0.7 | -1.6 | -1.4 | -2.3 | 1.9 | 4 | -0.6 | 4 | 0
28 | N#Cc1c(-c2ccccc2)c(-c2ccccc2)nn(CC(=O)NNC(=O)Nc2ccc(Cl)c(Cl)c2)c1=O | -1.0 | 11 | 4.4 | i | / | 6 | 17* | 10 | -1
29 | O=C1OC(CN2CCOCC2)CN1N=Cc1ccc([N+](=O)[O-])o1 (configuration not stated) | 2.0 | -1.1 | -0.4 | -0.2 | -1.8 | 0 | 0.6 | 32* | -1
30 | Cc1cc(C)nc(NC(=O)c2cnc3sccn3c2=O)n1 | 0.6 | -0.1 | -1.7 | / | 0.8 | 6 | -4.4 | 46* | 4
31 | COC(=O)C1=C(C)N(Cc2ccccc2)C(=NCc2cccc(C(F)(F)F)c2)N[C@H]1c1cccc(F)c1 | -1.1 | 5.4 | -1.1 | i | 2.3 | -1 | -4.6 | 10 | 5
32 | COc1ccc(NC(=O)c2cc3c(=O)n4ccccc4nc3n2C)cc1OC | -0.1 | 0.3 | 2.6 | i | 2.6 | 4 | -2.1 | 8 | 3
33 | CCCCn1c(=O)[nH]c(=O)c2c1nc(-c1ccc(C)c([N+](=O)[O-])c1)n2CC | 3.5 | 0.4 | 1.5 | -2.1 | 2.0 | -4 | -1.0 | 6 | 8
34 | Cc1ccc(CN(C)c2nc(-c3cccnc3)nc3ccccc23)o1 | 6.6 | 0.2 | 2.3 | -0.3 | -0.4 | 19 | -2.6 | -4 | -2
35 | CC(C)NS(=O)(=O)c1ccc(CCC(=O)NCc2ccc3c(c2)OCO3)cc1 | 0.5 | 0.1 | 0.4 | i | / | 3 | 0.3 | 1 | 2
36 | Cc1ccccc1C(=O)O | -2.1 | -0.7 | 0.5 | -0.4 | -0.1 | 5 | -0.7 | 2 | 0
37 | CC(C)(C)NC(=S)NCc1ccco1 | / | 0.2 | -1.7 | -0.3 | 0.0 | 4 | 0.7 | 4 | 1
38 | CC1=NN(C(=O)CSCc2ccccc2)C(O)(c2ccccc2)C1 (configuration not stated) | / | -2.0 | 0.2 | -0.3 | -1.0 | 14 | -1.1 | -2 | 2
39 | CCCCNc1nc(C)c(C(C)=O)cc1C#N | 14 | -1.3 | -0.9 | i | 1.5 | 8 | -0.4 | 5 | 0
40 | Cc1ccc2c(c1)N(CC(=O)NCCCN1CCN(C)CC1)C(=O)CO2 | -0.2 | -0.1 | -0.9 | -0.3 | 0.5 | -12 | -4.6 | 2 | -8
41 | COc1cccc(-c2ccc(SCC(=O)NC3CCCC3)nn2)c1 | -0.7 | 0.1 | 1.9 | -0.3 | -1.9 | 7 | -2.7 | 2 | -1
42 | CN(C)c1ncnc2c1nnn2C1OC(CO)C(O)C1O (configuration not stated) | -2.5 | / | / | 1.1 | 1.0 | -10 | -0.1 | 10 | 1
43 | CC(=O)c1sc(N/N=C2\CC3CCC2(C)C3(C)C)nc1C (configuration not stated) | / | -0.4 | -1.6 | -0.4 | 1.2 | 20 | -0.1 | 11 | -1
44 | O=C(Nc1ccccn1)c1cccc(S(=O)(=O)N2CCCc3ccccc32)c1 | -2.7 | -0.5 | 0.4 | 0.7 | 2.2 | 16 | -0.6 | 3 | -2
45 | CC(=O)c1ccc(N2CCN(C(=O)c3ccc(C(=O)c4ccccc4)cc3)CC2)cc1 | -4.4 | -0.3 | / | -0.4 | 0.8 | 18 | -0.2 | 19 | 2
46 | COc1cccc(NC(=O)CSc2nc3c(sc4ccccc43)c(=O)n2CCN(C)C)c1 | / | 0.9 | -0.2 | -0.5 | 0.9 | 4 | -6.2 | 8 | 47*
47 | CCn1nnc(NC(=S)NC(=O)c2ccc(-c3cccc(Cl)c3)o2)n1 | -1.1 | 0.3 | 3.0 | -1.2 | 0.4 | 2 | -1.8 | 30 | 2
48 | Cc1cc(F)ccc1S(=O)(=O)Nc1c(C)n(C)n(-c2ccccc2)c1=O | -1.0 | -0.1 | 2.1 | -0.2 | 0.3 | 3 | -3.7 | -4 | 0
49 | FC(F)(F)c1cnc(N2CCCN(C(=S)Nc3ccccc3)CC2)c(Cl)c1 | 1.2 | 7.5 | 1.2 | 0.2 | 1.4 | -2 | -4.1 | 21 | -1
50 | CNC(=O)COc1ccc(Nc2nnc(-c3ccc(C)c(S(N)(=O)=O)c3)c3ccccc23)cc1 | 1.1 | -0.9 | -2.5 | -5.6 | 1.0 | 0 | -3.1 | 21 | 0

# Remaining list, next part.
No. | Molecule | BioA inh | PfHsp40 rescue | UGM FP inh | Vc quorum ag | TcdB GH inh | Y pestis TopoI | FadD28 FP inh | GDH-TPI counter | Mtb FBA inh
51 | Cc1ccc(S(=O)(=O)N2CCCCC2)c(C)c1NS(C)(=O)=O | -1.9 | -0.9 | -1.7 | i | 1.3 | 0 | -2.3 | -5 | 3
52 | CC(CNC(=O)CCS(=O)(=O)c1ccc2c(c1)NC(=O)CO2)c1ccccc1 (configuration not stated) | -0.8 | 1.0 | 1.1 | -0.4 | 0.8 | 3 | -3.1 | 2 | 3
53 | CCOc1ccc(NC(=NCc2ccc3c(c2)OCO3)SC2CC(=O)N(c3ccccc3)C2=O)cc1 (configuration not stated) | / | -1.4 | 1.4 | -0.4 | / | -3 | -2.4 | 6 | -1
54 | COC(=O)c1c(-c2ccc(C)cc2)csc1NC(=O)C1CC=CCC1C(=O)O (configuration not stated) | -0.1 | 0.8 | -1.2 | 0.0 | / | -9 | ? | -2 | -8
55 | Nn1c(SCc2ccc(F)cc2)nnc1-c1ccncc1 | 2.0 | 0.3 | -0.8 | -0.1 | 0.8 | -1 | -4.2 | -6 | 0
56 | CN(C(=O)CSc1nnc(-c2cccc(F)c2)n1N)C1CCS(=O)(=O)C1 (configuration not stated) | / | -0.8 | -0.6 | i | -1.3 | 1 | -0.3 | -4 | 1
57 | N#CC(=C=[N-])C1=C(C#N)C(c2ccccc2F)C([n+]2ccccc2)C(O)(C2CC2)N1 (configuration not stated) | 6.5 | -0.4 | 2.0 | i | -2.3 | 3 | ? | 13 | 5
58 | CN(CC(=O)N/N=C/c1ccc(F)cc1)S(=O)(=O)c1ccccc1 | 0.4 | / | / | 3.0 | 0.9 | -3 | -5.9 | -8 | -4
59 | CCOc1ccc(N(C(=O)c2ccc(S(=O)(=O)N3CCCC3)cc2)C2C=CS(=O)(=O)C2)cc1 (configuration not stated) | 1.8 | -0.5 | -2.6 | -6.4 | 0.6 | 0 | -2.2 | -10 | 2
